Compound activity: PubChem BioAssay, several laboratories
SV40 large T antigen: SV40 large T antigen inhibitors, biochemical (AID 1903); inhibition, % at 20 µM, or IC50 in µM where a hit was titrated; 310,000 tested, 0.39% active; SV40 large T antigen ATPase/helicase inhibition assay; higher % means a stronger effect; in the data active = a potency from the dose series; inconclusive = inhibition mostly from about 32% at the one dose, without a potency; inactive = the rest, 99 in 100 with inhibition below about 32%; note: strong numbers were not always called active
West Nile virus CPE: West Nile virus antiviral activity, cell-based, CPE readout (AID 1621); West Nile virus-infected cells, CPE inhibition; higher % means a stronger effect; one-dose CPE inhibition, % at 10 µM; IC50 in µM for titrated hits; 290,000 tested, 0.02% active; in the data active = a potency from the dose series; inconclusive = CPE inhibition mostly from about 3.7% at the one dose, without a potency; inactive = the rest, 99 in 100 with CPE inhibition below about 2.2%; note: strong numbers were not always called active
RSV antiviral HEp-2: RSV antiviral activity via CPE protection, HEp-2 cells, primary 10 µM value included (AID 2391). HEp-2 cells, RSV-induced CPE inhibition; higher % means a stronger effect. CPE inhibition, % at 10 µM, or IC50 in µM where a hit was titrated. 310,000 tested, 0.13% active; in the data active = a potency from the dose series; inconclusive = CPE inhibition mostly from about 23% at the one dose, without a potency; inactive = the rest, 99 in 100 with CPE inhibition below about 21%; note: strong numbers were not always called active
Rac1 GTP hydrolysis: MgcRacGAP GTPase-activating activity inhibitors, confirmation, biochemical, ADP Hunter fluorescence; MgcRacGAP-stimulated Rac1 GTP hydrolysis, ADP Hunter fluorescence; higher % means a stronger effect; GST-tagged Rac1 F28L mutant substrate; inhibition, % at 30 µM, or IC50 in µM where a hit was titrated; 340,000 tested, 0.6% active; AID 624330;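 active = first-screen hits whose inhibition reached a set limit at any dose in the follow-up dose series; inconclusive = inhibition above the set first-screen limit but never retested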;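 note: fluorescence reports GDP produced by GAP-driven GTP hydrolysis; strong numbers were not always called active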
NTR1 agonist: agonists of NTR1, primary screen, imaging, U2OS cells, beta-arrestin-GFP, high content (AID 493036). NTR1-U2OS beta-arrestin-GFP spot imaging, agonist mode. activation, % at 20 µM. 330,000 tested, 0.17% active;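 active = activation at or above 40% of the spot to cytoplasm intensity ratio, with at least 20 cells analyzed; inconclusive = wells under 20 cells, flagged as cytotoxic or low count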;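 note: 0% = DMSO without peptide and 100% = 100 nM NTR1 peptide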
Target sequence (P30989 whole entry, looked up): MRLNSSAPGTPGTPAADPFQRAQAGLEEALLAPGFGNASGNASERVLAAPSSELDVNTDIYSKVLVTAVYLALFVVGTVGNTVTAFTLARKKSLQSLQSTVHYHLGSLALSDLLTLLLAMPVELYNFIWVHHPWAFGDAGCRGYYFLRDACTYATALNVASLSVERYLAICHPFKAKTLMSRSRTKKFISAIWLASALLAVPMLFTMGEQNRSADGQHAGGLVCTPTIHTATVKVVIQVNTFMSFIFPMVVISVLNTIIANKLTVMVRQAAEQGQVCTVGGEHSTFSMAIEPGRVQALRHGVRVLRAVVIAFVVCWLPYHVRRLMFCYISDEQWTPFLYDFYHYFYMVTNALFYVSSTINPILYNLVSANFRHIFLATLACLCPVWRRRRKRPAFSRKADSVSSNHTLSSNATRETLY
AID2073: disruptors of CaV2.2 binding to Mint1 – biochemical, HTRF (AID 2073). HTRF protein-protein interaction, Mint1-CaV2.2; higher % means a stronger effect. one-dose inhibition, % at 20 µM; IC50 in µM for titrated hits. 290,000 tested, 0.19% active; in the data active = inhibition mostly above about 51%, no sharp cut-off; inconclusive = no clear call, values can overlap the other calls; inactive = mostly below about 53%; note: some results filed as inactive read as strong as hits
NS5 inhibitors: flavivirus cap methylation enzyme inhibition – biochemical, confirmation dose response, primary screen (AID 588689) | inhibition, % at 25 µM, or IC50 in µM where a hit was titrated | Dengue-2 NS5 methyltransferase capping enzyme assay, biochemical; higher % means a stronger effect | 340,000 tested, 0.3% active; in the data active = a potency from the dose series; inconclusive = inhibition above about 29% without an active follow-up result
K1F lysis inhibition: protection from phage-mediated lysis, alamar blue read-out – E. coli UTI89, K1F phage, bacterial capsule biogenesis inhibitors (AID 488966). E. coli UTI89 K1F phage lysis, alamar blue, 2 h; higher % means a stronger effect. one-dose inhibition, % at 100 µM; IC50 in µM for titrated hits. 340,000 tested, 0.02% active;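 active = phage lysis inhibition, versus mean bacterial control, above a set limit; inconclusive = no clear call, values can overlap the other calls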;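 note: capsule biogenesis inhibitors block K1F phage lysis so surviving cells raise fluorescence; higher fluorescence means more inhibition of phage lysis; actives were called in the ten point dose series up to 300 µM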
SIAH1 antagonists: blockers of Siah-1 interaction with plectin peptide – biochemical, fluorescence polarization, rhodamine-plectin, uHTS, primary screen (AID 1817) | Siah-1 / rhodamine-plectin peptide fluorescence polarization; higher % means a stronger effect | one-dose displacement, % at 20 µM; IC50 in µM for titrated hits | 290,000 tested, 0.02% active;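 active = displacement of at least 50% at 20 µM, with a fluorescence ratio check between 0.3 and a set limit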;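 note: plate controls were Siah plus tracer with DMSO for no effect and tracer alone without Siah for full effect; strong numbers were not always called active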
NTR1 agonist cell count 20 µM: further read-out of NTR1 agonist, marked with its call; cell count; measured here: cell count, cytotoxicity flag
NS5 inhibitors pilot replicate: also measured in NS5 inhibitors; calls as there; inhibition, %; measured here: pilot screen replicate inhibition
Numbers without * were called inactive; i = inactive; ? = inconclusive; . = no result given; [ ] = dose if it differs, or a comment.

SMILES	SV40 large T antigen	West Nile virus CPE	RSV antiviral HEp-2	Rac1 GTP hydrolysis	NTR1 agonist	NTR1 agonist cell count 20 µM	AID2073	NS5 inhibitors	K1F lysis inhibition	SIAH1 antagonists	others
Cc1cccc(N2C(=S)NC3c4cc(Cl)ccc4OC2(C)C3C(=O)N(C)C)c1 (stereo unspecified)	10%	-0.6%	4.6%	4%	0.7	64	10%	3%	0.2%	1%
Cc1ccc(/C=C2\SC(=S)N(CCC(=O)NCCCN3CCOCC3)C2=O)cc1	9%	1.2%	0.5%	12%	-1.1	53	-2%	-4%	0.1%	1%
Cc1nc(C(=O)N2CCCC(Nc3ccc(C)c(C)c3)C2)cs1 (stereo unspecified)	10%	-0.5%	1.2%	14%	-0.5	63	7%	-6%	0.1%	2%
COc1ccc(N(Cc2cc3cc(OC)ccc3[nH]c2=O)S(C)(=O)=O)cc1	0%	0.0%	0.2%	1%	-0.8	78	-4%	1%	0.6%	-2%
C/C=C/c1ccc(OCC(=O)OCC(=O)Nc2c(C)nn(-c3ccccc3)c2C)c(OC)c1	16%	.	-1.4%	7%	-0.7	66	.	1%	2.1%[50 µM]	.
O=C(NC12CC3CC(CC(C3)C1)C2)N1CCC(O)CC1	15%	0.0%	1.0%	13%	-0.2	53	-8%	0%	0.0%	-2%
COc1ccccc1NC(=O)NNC(=O)CCN1CCOCC1	23%	-0.5%	-0.9%	10%	-1.1	64	13%	-8%	0.3%	-6%
CC(C)(C)c1ccc(C(=O)Nc2ccc(Cl)cc2)cc1	1%	-0.8%	4.1%	-1%	2.9	56	9%	-10%	0.4%[50 µM]	1%
Cc1cc(C(=O)NCCCc2ccccc2)no1	19%	0.4%	0.7%	7%	0.5	84	-8%	-3%	6.3%	2%
N#CCC(=O)Nc1ccc(C(=O)OCC(=O)C23CC4CC(CC(C4)C2)C3)cc1	17%	.	5.6%	11%	2.9	68	.	-5%	0.2%[50 µM]	.
COc1ccc([N+](=O)[O-])cc1C(=O)Nc1ccc(Cc2ccncc2)cc1	3%	-0.1%	-0.4%	4%	-0.2	49	-8%	-2%	0.2%	14%
CC[C@]12c3[nH]c4ccccc4c3CCN1C(=O)C(CC(=O)NCCCN(C)C)C[C@@H]2C(=O)N1CCN(C(=O)C2CC2)CC1 (stereo partly specified)	.	.	.	4%	0.7	73	.	0%	0.1%	.	NS5 inhibitors pilot replicate=-6.1
Oc1ccc(C[C@@H]2CNCCN2CCc2cccc3ccccc23)cc1	5%	.	-3.0%	4%	2.3	90	.	2%	0.3%	.
O=C(Nc1ccc(-n2cnnn2)cc1)c1cn2ccccc2n1	5%	-0.2%	5.9%	-7%	1.1	65	-60%	7%	0.4%	11%
CC(C)N(CCNCC(O)COc1ccc(C(C)(C)c2ccccc2)cc1)C(C)C (stereo unspecified)	10%	-2.2%	-3.8%	204µM*	0.3	38	0%	-5%	0.7%	-1%
O=C(NNC(=O)c1ccccc1O)c1ccc(NS(=O)(=O)c2ccc(F)cc2)cc1	3%	.	-1.8%	7%	0.9	61	.	0%	0.3%[50 µM]	.
COc1ccccc1N1CCN(C(=O)C(C)CS(=O)(=O)c2ccc3c(c2)NC(=O)CS3)CC1 (stereo unspecified)	4%	0.1%	0.1%	10%	0.8	74	13%	0%	-0.1%	47%
Cc1ccc(Cn2ncc(C)c2N)o1	1%	0.1%	0.7%	-5%	-0.5	55	-11%	-4%	0.0%	14%
CCCc1cc(=O)[nH]c(SCc2csc(-c3ccccc3)n2)n1	-4%	-0.5%	15%	6%	4.4	63	3%	6%	1.8%[50 µM]	0%
COc1ccc(OC)c(C2C(C(=O)c3cc4ccccc4o3)=C(O)C(=O)N2c2cc(C)on2)c1 (stereo unspecified)	10%	1.5%	1.1%	9%	0.6	47	9%	25%	0.4%	0%
Brc1csc(/C=N/Nc2nc3ccccc3s2)c1	10%	-0.4%	16%	9%	24	91	16%	-1%	3.5%[50 µM]	-7%
CCC1=NN2C(=N)/C(=C\c3cccn3-c3ccc(Cl)cc3)C(=O)N=C2S1	10%	-0.1%	14%	8%	2.4	86	31%	8%	0.0%	24%
CCC(C)(C)n1nnnc1C(c1ccccn1)N1CCOCC1 (stereo unspecified)	5%	-0.6%	2.3%	1%	0.6	47	-1%	-3%	3.5%	2%
O=C(c1ccc(-c2ccccc2Cl)s1)N1CCOCC1	63%	-0.6%	29%	-4%	-0.8	73	.	-5%	-0.6%	.
COc1cc2nc(CN3CCN(S(=O)(=O)c4ccccc4)CC3)[nH]c(=O)c2cc1OC	.	.	.	6%	-0.7	55	.	3%	1.6%[50 µM]	.
CSc1ccccc1C(=O)C1CCCN(Cc2cnn(-c3ccccc3)c2)C1 (stereo unspecified)	-1%	-1.6%	2.8%	7%	0.3	81	13%	-5%	0.2%	-3%
COc1ccc(N(C(=O)c2ccco2)C(C(=O)NC2CCCC2)c2ccc(C)cc2)c(OC)c1 (stereo unspecified)	.	-0.5%	.	3%	0.5	55	22%	3%	-0.2%	0%
CCCCCC1=CCC/C1=N\NC(=O)c1ccc2c(c1)OCO2	11%	-0.5%	2.0%	6%	0.8	56	-6%	-1%	0.8%	-2%
O=C(CSc1nncn1-c1cccnc1)Nc1ccccc1[N+](=O)[O-]	18%	0.1%	0.6%	5%	0.2	56	18%	-5%	0.3%	-3%
CC1=NCCN1S(=O)(=O)c1cc([N+](=O)[O-])ccc1Cl	0%	-0.6%	1.0%	-11%	-0.5	31	-5%	-11%	0.6%	2%
Cc1cc2c(=O)n(CC(=O)N3CCN(c4ccc(F)cc4)CC3)cnc2s1	24%	-0.6%	2.3%	14%	1.0	46	-6%	9%	0.1%	-3%
COc1ccc(S(=O)(=O)Cc2ccc(C(=O)N3CCN(c4ccccn4)CC3)o2)cc1	7%	0.3%	-0.1%	2%	0.1	68	-6%	-1%	-1.4%	0%
Cn1c(C(=O)N2CCCC(C(=O)NCCCSC3CCCCC3)C2)cc2sccc21 (stereo unspecified)	5%	.	-1.3%	8%	5.5	57	17%	-4%	0.0%	-3%
O=C(O)/C(=C\c1ccc(Br)cc1)c1ccc(S(=O)(=O)N2CCCCC2)s1	8%	-0.2%	3.5%	12%	0.0	75	16%	14%	-0.3%	-3%
COc1ccc(-c2cc(C(=O)NC(Cc3c[nH]c4ccccc34)C(=O)O)c(C)o2)cc1OC (stereo unspecified)	10%	1.1%	-0.6%	10%	3.9	47	14%	0%	1.6%	1%
COC(=O)Cc1cc(=O)oc2c(C)c(O)ccc12	36%	0.3%	0.5%	8%	0.0	89	?	5%	0.9%	1%
O=C(NC1CCCCC1)C1CCC(CNS(=O)(=O)c2cccc3nsnc23)CC1 (stereo unspecified)	-1%	-0.2%	2.2%	4%	-2.6	71	-6%	1%	-2.3%	1%
Cc1cccc(NC(=O)CSc2nc3nc(C)cc(C)c3c(=O)[nH]2)c1	-3%	0.1%	-1.2%	16%	2.0	56	-4%	-4%	0.1%	-2%
COc1ccc2c(c1)nc(SCC(=O)C(C)(C)C)n2C	3%	-0.9%	0.1%	9%	-0.8	42	11%	-4%	0.4%	0%
COc1ccc(CNC(=O)CSc2cccc3cccnc23)cc1	14%	-0.2%	2.0%	10%	-0.6	58	19%	8%	0.5%	-3%
Cc1occc1C(=O)N1CCN(S(=O)(=O)c2ccc(F)cc2)CC1	.	.	0.7%	6%	-1.7	91	.	-8%	0.4%[50 µM]	.
COc1ccc(C(=O)NC(Oc2ccccc2)C(Cl)(Cl)Cl)cc1 (stereo unspecified)	15%	0.5%	0.8%	7%	-1.3	90	2%	-6%	0.3%	-4%
Cc1nn(S(=O)(=O)c2ccc(Br)cc2)c(C)c1S(=O)(=O)N1CCOCC1	13%	0.1%	2.2%	3%	-1.3	65	-2%	-3%	-0.4%	6%
CC(C)c1ccc(O)c(N)c1	13%	0.0%	2.5%	23%	-2.0	78	-23%	-4%	0.9%	0%
OCCNCC12CC3CC(CC(C3)C1)C2	14%	0.0%	0.3%	4%	0.1	55	20%	-8%	0.5%	2%
Clc1ccc(-c2nn3c(-c4ccccc4)nnc3s2)cc1	2%	-1.0%	0.4%	12%	12	69	22%	-4%	0.1%	-2%
O=C(Nc1ccc(N2CCOCC2)cc1)c1cccc2c(Br)cccc12	0%	-0.5%	0.3%	4%	0.8	39	24%	-1%	0.3%	-6%
Cc1ccc(CNC(=O)c2cc(-c3ccccc3)nn2CC2CC(c3cccc([N+](=O)[O-])c3)=NO2)cc1 (stereo unspecified)	8%	-0.3%	4.3%	10%	0.1	68	.	7%	-0.1%	.
CC(=O)Nc1ccc(C(=O)CSc2nnc(Cn3nnc4ccccc43)n2C)cc1	-4%	-0.3%	-1.0%	11%	0.4	48	-1%	-4%	0.2%	1%
CN(C)CCN(Cc1ccccc1)S(=O)(=O)c1ccc(-c2ccc(=O)[nH]n2)s1	8%	0.1%	0.7%	0%	-1.1	59	1%	3%	-0.6%	-1%
Cc1noc(C)c1CCC(=O)N1CCCC(CO)(Cc2ccccc2)C1 (stereo unspecified)	1%	-0.8%	2.3%	5%	-0.6	67	-6%	-4%	0.3%	2%
COc1ccc(CN2C(=O)c3ccccc3C2OC)cc1 (stereo unspecified)	17%	0.2%	3.6%	17%	-0.4	58	10%	0%	-0.9%	-7%
CCOC(=O)c1sc(NC(=O)CSc2n[nH]c(-c3ccccc3)n2)c(C#N)c1C	9%	.	19%	11%	13	43	-6%	-9%	i	-3%
Cc1ccc(F)c([C@H]2[C@H]3C=CC[C@@H](C)[C@@H]3C(=O)N2Cc2ccccc2)c1	14%	-0.4%	0.5%	4%	3.9	51	-1%	-14%	-0.3%	-5%
O=C1CCCC2=C1C(c1ccccc1)n1c(s/c(=C/c3cccc(F)c3)c1=O)=N2 (stereo unspecified)	1%	.	1.8%	5%	5.0	48	15%	-3%	-1.5%	2%
Cc1ccccc1NC(=S)N(CCN1CCCCCC1)Cc1cccs1	2%	-0.5%	-1.5%	-2%	0.4	65	-11%	-3%	0.1%	-2%

Quoted at random: two records from the list, in no set order.
SMILES	SV40 large T antigen	West Nile virus CPE	RSV antiviral HEp-2	Rac1 GTP hydrolysis	NTR1 agonist	NTR1 agonist cell count 20 µM	AID2073	NS5 inhibitors	K1F lysis inhibition	SIAH1 antagonists	others
Cc1ccc(Cn2ncc(C)c2N)o1	1%	0.1%	0.7%	-5%	-0.5	55	-11%	-4%	0.0%	14%
Cc1ccccc1NC(=S)N(CCN1CCCCCC1)Cc1cccs1	2%	-0.5%	-1.5%	-2%	0.4	65	-11%	-3%	0.1%	-2%
